# Screening data deposited in PubChem by The Scripps Research Institute Molecular Screening Center.
# TEAD-YAP inh – TEAD-YAP interaction inhibition; actives 1.4% (n = 640,000); inhibition, % at 9.12 µM; HEK-TIYL cells, TEAD-Gal4/YAP UAS-luciferase luminescence; in the data active = inhibition above about 32%;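 note: 0% = median of test compound wells and 100% = reference inhibitor wells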
# GPR151 activ – activates the human receptor GPR151; activation, % at 11.2 µM; PathHunter beta-arrestin GPR151 cells, luminescence; AID 1508602; actives 1% (n = 650,000); Q8TDV0; in the data active = activation above about 4.9%;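 note: 0% = median of compound wells and 100% = cells with positive control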
# Target sequence (Q8TDV0 whole entry, looked up): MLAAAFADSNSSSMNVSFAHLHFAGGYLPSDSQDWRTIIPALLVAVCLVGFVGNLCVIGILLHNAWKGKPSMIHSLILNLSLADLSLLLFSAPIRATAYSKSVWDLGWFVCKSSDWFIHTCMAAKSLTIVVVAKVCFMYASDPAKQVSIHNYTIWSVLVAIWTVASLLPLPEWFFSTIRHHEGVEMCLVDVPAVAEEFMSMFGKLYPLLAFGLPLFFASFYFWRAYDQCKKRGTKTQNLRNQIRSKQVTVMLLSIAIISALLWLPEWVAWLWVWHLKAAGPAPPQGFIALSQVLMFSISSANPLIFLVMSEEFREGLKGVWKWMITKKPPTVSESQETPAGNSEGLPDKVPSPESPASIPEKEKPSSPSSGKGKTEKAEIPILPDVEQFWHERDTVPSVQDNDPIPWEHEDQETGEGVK
# MITF primary – human MITF inhibition, primary screen. actives 0.91% (n = 650,000). O75030. inhibition, % at 2.6 µM. AlphaScreen MITF homodimerization, bead proximity signal; in the data active = inhibition above about 50%;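 note: 0% = vehicle wells with protein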
# Target sequence (O75030 whole entry, looked up): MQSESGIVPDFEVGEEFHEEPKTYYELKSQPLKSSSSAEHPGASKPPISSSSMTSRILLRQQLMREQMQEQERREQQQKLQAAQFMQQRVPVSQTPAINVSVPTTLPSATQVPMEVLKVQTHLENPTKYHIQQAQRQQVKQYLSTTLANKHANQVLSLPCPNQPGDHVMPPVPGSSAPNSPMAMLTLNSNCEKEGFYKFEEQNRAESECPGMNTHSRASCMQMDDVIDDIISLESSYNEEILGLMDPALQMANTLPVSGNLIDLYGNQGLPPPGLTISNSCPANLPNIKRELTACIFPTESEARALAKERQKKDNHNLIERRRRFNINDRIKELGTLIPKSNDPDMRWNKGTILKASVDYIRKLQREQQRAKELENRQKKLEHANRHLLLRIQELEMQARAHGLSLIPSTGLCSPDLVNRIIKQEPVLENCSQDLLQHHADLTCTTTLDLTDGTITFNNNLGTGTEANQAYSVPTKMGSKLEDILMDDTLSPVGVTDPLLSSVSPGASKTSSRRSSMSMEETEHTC
# FBW7 activator – human FBW7 E3 ligase activation, primary screen. Q969H0. AlphaScreen FBW7–phospho-cyclin E peptide binding, activator screen. normalized activity (activation), % at 26.1 µM. actives 0.13% (n = 650,000). AID 1259310; in the data active = normalized activity above about 1.9%;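 note: purified mutant Fbw7 with reduced substrate affinity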
# * hit, by the source's call; x = no result given. These rows are one share of the data; the hit share may differ from the screen's.
molecule	TEAD-YAP inh	GPR151 activ	MITF primary	FBW7 activator
CN(C)c1ccc(P(=S)(N2CCCCC2)N2CCCCC2)cc1	-3.0	-1.9	14.4	-0.1
CCOP(=O)(OCC)C(NC(=O)Cc1ccccc1)C(Cl)(Cl)Cl (centres undefined)	4.5	0.4	15.9	0.1
COc1ccc(-c2nn(CCC#N)cc2C(=O)Oc2ccc(C=O)cc2OC)cc1OC	-9.4	-3.1	2.0	-0.1
CN(C)c1ccc(CN2CC3CC(C2)c2cccc(=O)n2C3)cc1 (centres undefined)	11.4	0.6	5.7	-0.1
CCC(C)C1C(C#N)=C(N)Oc2c1c(=O)oc1ccccc21 (centres undefined)	8.3	-0.7	14.1	0.0
Fc1ccc(C2NCCc3[nH]cnc32)cc1 (centres undefined)	8.8	1.0	5.3	-0.1
CC(C)CCN1CCN(Cc2ccc(F)cc2)CC1CCO (centres undefined)	-7.5	-1.6	-6.1	-0.1
COc1ccc(CN2CCN(CCO)CC2)c(OC)c1C	8.2	-0.1	6.1	-0.1
CC(C(=O)Nc1ccc(Cl)cc1C(=O)c1ccccc1)N1CCCCC1 (centres undefined)	-2.1	0.7	5.6	-0.6
Cc1ccc(CN(Cc2ccco2)C(=S)NCC(=O)N2CCC3(CC2)OCCO3)cc1	-1.1	-1.5	0.1	-0.2
Cc1ccc(-n2c(/C=C/c3ccc4c(c3)OCO4)nc3ccccc3c2=O)cc1	5.4	0.3	5.0	-0.2
COc1ccc(CC(=O)N2CCN(C(c3ccccc3)c3ccccc3)CC2)cc1	5.2	2.9	15.1	0.0
CN1CCN(C(=O)COc2ccccc2Cl)CC1	2.0	0.8	-11.4	0.0
O=[N+]([O-])c1ccc(N2CCCC(C(F)(F)F)C2)c2ccncc12 (centres undefined)	-2.7	0.9	-12.2	-0.1
CN1CCN(Cc2ccc(OC(F)(F)F)cc2)CC1CCO (centres undefined)	11.2	-1.0	9.4	0.1
CSc1nc2ccccc2c(=O)n1-c1cccc(C)c1	-9.4	0.9	21.4	-0.1
CCOC(=O)C1=C(N)Oc2n[nH]c(C)c2C12C(=O)Nc1ccc(Br)cc12 (centres undefined)	4.7	0.4	-3.0	-0.1
COC(=O)c1ccc(CC(C(=O)c2ccccc2)N(C)C)cc1 (centres undefined)	-28.7	-0.3	12.7	0.0
CC1CN=C(NCc2ccccn2)S1 (centres undefined)	-10.1	0.9	11.2	-0.4
CCCC12CN3CC(C)(CN(C1)C3(C)C)C2=O	-4.7	-0.8	-6.2	-0.1
O=c1c2ccccc2nc(/C=C\c2cccc([N+](=O)[O-])c2)n1-c1ccc(O)cc1	-4.3	0.4	-4.6	-0.1
CCOC(=O)c1nc2ccccc2c(=O)n1-c1ccc(Cl)c(Cl)c1	-6.7	0.3	-4.0	-0.1
Cc1ccccc1C1=NCC(=O)N(Cc2cccnc2)c2sc(C)c(C)c21	-12.3	0.1	-23.8	0.2
COc1ccc(OCC(=O)N2CCN(Cc3ccc4c(c3)OCO4)CC2)cc1	9.8	0.8	-3.0	-0.2
O=C(c1ccccc1)C(CN1CCCC1)c1ccccc1 (centres undefined)	54.4*	0.0	0.0	-0.1
CCCCCn1c(=O)c(C(=O)Nc2nnc(CC(C)C)s2)c(O)c2ccccc21	5.1	0.1	-18.7	-0.1
COc1ccc2c(C)nc(N3CCC(NC(C)Cc4ccsc4)CC3)nc2c1 (centres undefined)	-2.1	-1.1	9.4	0.5
CN1CCN(Cc2cccc3c2OCO3)CC1CCO (centres undefined)	-1.5	-1.1	8.1	0.2
COc1ccc(N2C(=O)CC(=O)NC2=S)cc1	1.1	1.2	0.2	-0.1
CCOP(=O)(OCC)C(NC(=O)c1ccccc1)C(Cl)(Cl)Cl (centres undefined)	7.8	1.4	4.2	-0.2
COc1ccc(CCN(C)C2CCCN(C(=O)Cc3cccs3)C2)cc1OC (centres undefined)	9.1	-0.3	9.8	0.1
O=C(CN1C2CCC1CC(O)(c1ccco1)C2)NCc1ccc2c(c1)OCO2 (centres undefined)	2.8	2.0	3.7	0.1
N/C(=N\[N+](=O)[O-])N1CCN(C(=O)c2ccccc2)CC1	1.6	-1.3	-4.7	0.1
Cc1ccc(-n2c(/C=C/c3cccc4ccccc34)nc3ccccc3c2=O)cc1	-0.8	-0.9	11.3	0.0
COc1ccccc1CN1CCN(C)CC1	12.5	0.9	1.1	0.0
COc1cc(CN2CCN(Cc3ccccc3)CC2)cc(I)c1O	-3.8	1.9	-2.5	-0.2
COc1ccc(C=C(C#N)C#N)c(C)c1C	-13.8	0.0	13.1	0.2
CC1CN=C(NCc2cccnc2)S1 (centres undefined)	-9.9	-0.3	-12.1	-0.2
OC(CNC1CN2CCC1CC2)COc1cccc2ccccc12 (centres undefined)	-23.4	0.4	18.3	0.0
C=C1OC(=O)OC12CC(C)(C)NC(C)(C)C2	-2.7	0.9	0.5	-0.1
Cc1ccc(-n2c(/C=C/c3ccc(OC(F)F)cc3)nc3ccccc3c2=O)cc1	-9.5	-0.2	-5.0	0.1
CCOP(=O)(CN1CCCCCC1=O)OCC	-4.2	1.0	-6.9	-0.1
O=C1c2ccccc2C(=O)N1Cc1nc2ccccc2c(=O)n1-c1ccccc1Cl	1.9	-0.1	-2.0	-0.2
CCN1CCN(c2cc(NCCO)c([N+](=O)[O-])c3nonc23)CC1	7.5	-1.0	14.6	0.5
O=C1[C@@H]2C[C@@H](O)CN2C(=O)[C@H]2CN(Cc3ccncc3)CCN12	-5.1	-0.7	0.7	-0.4
O=C(COc1ccc(Cl)cc1)N1CCN(C2C3CC4CC(C3)CC2C4)CC1 (centres undefined)	-2.3	0.4	50.3	-0.1
CCOC(=O)C1C2NC(=O)NC1(C)Oc1ccccc12 (centres undefined)	4.0	-0.3	6.0	-0.1
COc1ccc(N=Cc2cc3c(cc2O)OC(N)=C(C#N)C3c2ccco2)cc1 (centres undefined)	8.6	-1.0	3.6	-0.1
O=C1OC(c2ccc([N+](=O)[O-])cc2)=N/C1=C/N1CC2CC(C1)c1cccc(=O)n1C2 (centres undefined)	-12.2	-0.5	-2.3	-0.2
O=C(Nc1c(Cl)cccc1Cl)C(Cl)(Cl)Cl	-7.5	0.3	-8.0	0.0
COc1ccc(NC(=O)C(Cl)(Cl)Cl)cc1	-4.3	-0.4	9.0	1.2
CCCCN1C(=O)C(=O)N(CC(=O)Nc2ccc(C#N)c(Cl)c2)C1=O	7.8	0.0	0.6	0.3
COc1ccc(CCN(C)Cc2ccc([N+](=O)[O-])cc2)cc1OC	8.0	2.5	0.3	-0.1
O=C(c1cc(COc2ccc(F)cc2Cl)on1)N1C[C@H]2C[C@@H](C1)c1cccc(=O)n1C2	-3.0	0.2	9.2	0.5
CCCCn1c(C)c(C(=O)OCC)c2cc(OC(C)=O)c(Br)cc21	-10.6	0.4	11.9	0.1
Cc1ccc(C(O)(C(=O)NNC(=O)CN2CCN(C)CC2)c2ccc(C)cc2)cc1	1.8	-0.9	13.4	0.2
CC(C)(C)NC(=O)NC(=O)CN1CC=C(c2ccccc2)CC1	6.9	-0.7	16.9	0.3
Oc1ccc(CC2CC3CCN2CC3)cc1O (centres undefined)	0.2	0.3	0.8	-0.1
N#CCCn1cc(C(N)=O)c(-c2ccc(F)cc2)n1	3.4	2.1	6.6	0.0
Cc1cccc(CNCCc2ccc3c(c2)OCO3)c1	-12.9	0.5	32.7	0.0

# Going on with the list:
molecule	TEAD-YAP inh	GPR151 activ	MITF primary	FBW7 activator
CSc1sc(-c2ccccc2)c2nc(C)cc(C)[n+]12	5.6	-1.0	11.9	0.0
COc1ccc(/C=C2/C(=N\O)C3CCN2CC3)cc1	-3.2	-0.1	7.9	0.5
O=C(c1ccncc1)N1CCN(C2C3CC4CC(C3)CC2C4)CC1 (centres undefined)	11.4	1.1	75.6*	0.2
CCCCC/C=C\C/C=C\C/C=C\C/C=C\CCCC(=O)Nc1cccc(O)c1	x	-2.2	7.0	x
COCc1c(C(=O)NCC2C(=O)Nc3ccccc32)c(=O)cc(C)n1CC1CCCCC1 (centres undefined)	-6.4	-0.2	10.7	0.1
COc1cc(CN2CCN(C(C)C)C(CCO)C2)cc(Cl)c1OC (centres undefined)	-11.1	1.8	-11.7	0.3
Cn1c(O)c(C=Nc2ccccc2Sc2ccccc2)c(=O)n(C)c1=O	1.0	0.9	-3.5	0.2
COc1ccc(Cl)cc1C(=O)C1CCCN(Cc2cc(C)[nH]n2)C1 (centres undefined)	-2.0	-1.0	-3.4	-0.1
CN1CCN(Nc2ccc([N+](=O)[O-])cn2)CC1	-1.4	0.3	9.5	0.0
COc1ccc(/C=C/c2nc3ccccc3c(=O)n2-c2ccc(Br)c(C)c2)cc1O	11.3	0.6	-3.8	-0.1
CCc1nc2ccccc2c(=O)n1-c1cccc(O)c1	-1.8	-1.9	13.4	0.0
Cc1cc(O)c(C(=O)Nc2cccc(Cl)c2)c(=O)n1Cc1ccco1	-3.3	-1.8	11.9	0.3
O=C(N1CCc2ccccc21)C(Cl)(Cl)Cl	8.5	-2.4	14.8	0.6
CC(C)C[C@H]1C(=O)N2CCN(Cc3ccccn3)C[C@@H]2C(=O)N1C	-27.5	-0.2	-8.8	-0.1
CN1CCC2(CC1)CC(=O)c1cc(O)ccc1O2	4.8	3.3	5.9	0.1
N#CC1=C(N)Oc2c(c(=O)oc3ccccc23)C1c1ccc(Cl)cc1Cl (centres undefined)	12.3	0.7	-1.6	0.2
Cc1cccn2c(CNC(C)Cc3cccnc3)c(C(=O)N3CCOCC3)nc12 (centres undefined)	-2.1	-1.3	12.5	0.2
COc1ccc(CC2C(=O)NC(=S)NC2=O)cc1	1.7	-0.9	8.0	0.1
COC(=O)Nc1nc2ccccc2[nH]1	35.2*	-2.9	-11.3	0.1
Cc1ccc(/C=C2/C(=O)NC(=S)N(c3ccccc3F)C2=O)s1	0.1	-1.1	22.5	0.0
COc1cc(C(=O)ON=C2CC3CCC(C2)N3C)cc(OC)c1OC	6.4	0.6	-0.6	-0.1
COc1ccc(C2NCc3ccc4c(c3-n3cccc32)OCO4)cc1O (centres undefined)	56.3*	1.2	4.7	-0.1
N#CCCn1cc(C=O)c(-c2ccc(F)cc2)n1	-6.3	-0.5	7.9	0.3
O=C(c1ccc2c(c1)ncn2-c1ccc(OCc2ccccc2)cc1)N1CCC2(CC1)OCCO2	41.8*	2.2	-1.6	0.0
CC1CCN(CCc2nc3ccccc3[nH]2)CC1	-16.1	-0.8	-7.1	-0.2
C[C@@H]1C[C@@H]2[C@H]([C@@H]3C=C(COC(=O)c4ccccc4)[C@@H](O)[C@]4(O)[C@@H](O)C(OC(=O)c5ccccc5)=C[C@@]14C3=O)C2(C)C	-49.1	1.7	-10.0	-0.1
COc1ccc(CN2CCN(CCO)CC2)cc1Br	-1.5	-0.7	77.2*	-0.4
COc1ccc(CN2CCN(Cc3ccccc3Br)CC2)cc1	-7.0	0.3	6.0	-0.4
CC1(c2ccccc2)CCN2CCC(C)(c3ccccc3)c3cc([N+](=O)[O-])cc1c32 (centres undefined)	10.2	-0.2	-2.9	0.1
Nc1ncnc2c1ccn2[C@@H]1O[C@H](CO)[C@@H](O)[C@H]1O	100.3*	7.1*	10.3	0.0
O=C1CN=C(c2ccccc2)c2cc(Cl)ccc2N1Cc1cc(=O)n2ccccc2n1	-8.2	0.3	-7.0	-0.1
CCc1ccc(-c2nn(-c3ccccc3)cc2C=C2C(=O)NC(=O)NC2=O)cc1	-38.2	4.4	-16.8	-0.4
O=C(c1ccc2c(=O)n(Cc3ccc4c(c3)OCO4)c(=S)[nH]c2c1)N1CCC2(CC1)OCCO2	0.1	-0.9	-4.3	-0.1
CC(C)CC(C(=O)Nc1ccc(Cl)cc1C(=O)c1ccccc1)N1C(=O)c2ccccc2C1=O (centres undefined)	3.1	-0.3	3.9	0.0
NC(=O)OCCSc1nnc(-c2ccc3c(c2)OCO3)o1	-2.6	-1.8	15.1	0.0
OC12CC(C3COC1O3)n1nc(C(F)(F)F)nc1N2 (centres undefined)	7.5	0.9	-8.9	0.0
Cc1c(C(=O)O)sc(=N)n1Cc1ccccc1	-28.4	-1.9	22.2	0.1
CC(C)c1cc2c(c(O)c1O)[C@@]1(C(=O)O)CCCC(C)(C)[C@@H]1CC2	2.6	-0.3	13.5	-0.2
CN1CCN(c2ccc(C#N)cc2)CC1	-0.3	2.4	2.3	0.2
Cc1cc(C)cc(-n2c(/C=C\c3ccc(F)c(F)c3)nc3ccccc3c2=O)c1	2.7	0.2	11.0	0.1
CCN1CCN(c2cc(N3CCCC3)c(F)cc2[N+](=O)[O-])CC1	5.8	0.1	4.1	-0.1
CC(C)CCNc1cnn(C23CC4CC(CC(C4)C2C(=O)O)C3)c(=O)c1Cl (centres undefined)	-0.5	-1.8	-7.6	-0.1

# Grouped by structure: those above with a COOH group.
molecule	TEAD-YAP inh	GPR151 activ	MITF primary	FBW7 activator
Cc1c(C(=O)O)sc(=N)n1Cc1ccccc1	-28.4	-1.9	22.2	0.1
CC(C)c1cc2c(c(O)c1O)[C@@]1(C(=O)O)CCCC(C)(C)[C@@H]1CC2	2.6	-0.3	13.5	-0.2
CC(C)CCNc1cnn(C23CC4CC(CC(C4)C2C(=O)O)C3)c(=O)c1Cl (centres undefined)	-0.5	-1.8	-7.6	-0.1
